Bioassay records deposited in PubChem by several laboratories.
STAT3 blocker: reduces IL-6 driven STAT3 reporter signal; U3A cells, IL-6 STAT3-luciferase reporter, luminescence; host cell line lacks STAT1; inhibition, % at 5.5 µM; actives 0.89% (n = 190,000); AID 862;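 active = inhibition above the mean inhibition across all screened compounds plus 3 SD, cut at about 44% in these data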;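 also: 0% = DMSO only wells and 100% = 100 µM nifuroxazide control wells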
PPARg SRC3 recr: promotes SRC-3 coactivator recruitment by human PPARgamma; biochemical PPARgamma/SRC-3 coactivator recruitment assay; actives 0.26% (n = 200,000); activation, % at 8 µM; in the data active = activation above about 23%;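 also: 0% = DMSO and 100% = reference agonist; some compounds past the cut are filed as inactive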
PPARg SRC2 recr: promotes SRC-2 coactivator recruitment by human PPARgamma | P37231 | PPARgamma LBD-SRC-2 recruitment, biochemical | activation, % at 8 µM | actives 0.34% (n = 200,000) | AID 1032; in the data active = activation above about 22%;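 also: 0% = vehicle and 100% = reference agonist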
STAT1 inh: STAT1 signaling inhibition; NIH 3T3 STAT1-luciferase reporter, IFN-gamma, luminescence; actives 0.35% (n = 200,000); inhibition, % at 5.5 µM;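 active = inhibition above a set limit, the mean inhibition across all tested compounds plus 3 SD, cut at about 34% in these data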;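 also: 0% = IFN-gamma with DMSO and 100% = IFN-gamma with 300 µM nifuroxazide; values of inactives mirror those of a sister screen read the other way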
STAT3 act: STAT3 signaling activation; U3A cells, IL-6 STAT3-luciferase reporter, luminescence; 100% = signal with IL-6 EC80 alone; AID 871; activation (% of control), % at 5.6 µM; actives 0.91% (n = 190,000);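 active = activation above the screen-wide mean of compound activation plus 3 SD, cut at about 130% in these data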;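 also: 0% = background luminescence of wells with medium and substrate only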
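Material: STAT1-lacking human U3A cells, STAT3 luciferase reporter | Benchmarks: IL-6-only wells as 100% reference | Probe or stimulus: IL-6 (33 ng/mL) | Timing: Compound 1 h, then IL-6 6 h at 37 °C | Detection: Luminescence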
bIAP inh: intestinal alkaline phosphatase (bovine) inhibition | inhibition, % at 20 µM | 190,000 tested, under 10 active | purified bovine IAP, CDP-star luminescence, 30 min;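 active = over 50% inhibition of intestinal alkaline phosphatase at 20 µM in the single-dose screen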
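System: purified bovine intestinal alkaline phosphatase (IAP) enzyme; Input: IAP diluted 1/65,000,000 in the well; Measured by: CDP-star luminescence signal; Compound dosing: 20 µM single dose; Incubation: 30 min reaction at room temperature.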
PPARg SRC1 recr: promotes SRC-1 coactivator recruitment by human PPARgamma; P37231; PPARgamma-SRC-1 coactivator recruitment biochemical assay; activation, % at 8 µM; AID 631; actives 0.41% (n = 200,000); in the data active = activation above about 19%;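 also: 0% = DMSO and 100% = reference agonist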
TR-FRET SRC-2 ct: counter-screen for PPARgamma SRC-2 recruitment agonists: TR-FRET artefact | hits give high values | TR-FRET ratio at 8 µM | actives 0.4% (n = 200,000) | AID 1049; in the data active = TR-FRET ratio above about 2000; also: inactives centre near 1500
TNAP act hiacc: increases human TNAP activity under high phosphate acceptor concentration; P05186; purified TNAP, CDP-star luminescence, 1 M DEA, 30 min; hits give high values; 0 = EDTA background, 1 = DMSO-only activity; activation factor at 20 µM; 200,000 tested, under 10 active;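 active = activation factor at least 2 at 20 µM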
Target sequence (P05186 whole entry, looked up): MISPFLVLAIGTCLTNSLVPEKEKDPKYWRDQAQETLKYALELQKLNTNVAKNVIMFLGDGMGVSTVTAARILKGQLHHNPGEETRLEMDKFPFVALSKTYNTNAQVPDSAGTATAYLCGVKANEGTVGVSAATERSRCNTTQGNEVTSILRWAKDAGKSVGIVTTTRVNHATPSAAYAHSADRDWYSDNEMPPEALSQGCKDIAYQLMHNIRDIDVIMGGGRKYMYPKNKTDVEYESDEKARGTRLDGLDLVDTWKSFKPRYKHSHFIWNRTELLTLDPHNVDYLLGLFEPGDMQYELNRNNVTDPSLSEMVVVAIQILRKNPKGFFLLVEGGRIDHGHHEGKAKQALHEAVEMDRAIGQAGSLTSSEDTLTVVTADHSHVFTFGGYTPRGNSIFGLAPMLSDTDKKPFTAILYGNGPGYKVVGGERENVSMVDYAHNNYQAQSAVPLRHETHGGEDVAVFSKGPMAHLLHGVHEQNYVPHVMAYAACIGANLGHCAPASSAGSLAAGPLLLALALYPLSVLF
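Dosing: 20 µM single point. System: human TNAP. Amount: TNAP 1/800 final. Incubation: 30 min, room temperature. Read-out: TNAP activation factor scaled between EDTA and DMSO control wells. Signal: luminescence from CDP-star hydrolysis. Medium: 1 M DEA, pH 9.8, Mg2+, Zn2+. Control set: EDTA negative control, DMSO positive control.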
bIAP activator: intestinal alkaline phosphatase (bovine) activation | AID 1016 | actives 0.17% (n = 200,000) | activation factor at 20 µM | purified bovine IAP, CDP-star luminescence, 30 min; hits give high values; fold of DMSO-control signal, blank-subtracted;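 active = activation factor of 2 or more at 20 µM, a signal rise over negative controls twice the positive control's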
ROMK primary: human ROMK K+ channel modulation, primary screen. Tet-inducible ROMK, thallium flux fluorescence; actives lie on both sides. B-score at 10 µM. AID 1918. P48048. actives 2% (n = 130,000);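 active = signal ratio slope over the read window, or its plate-corrected B-score, at least 3 SD from the plate mean, either direction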;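 also: B-score of the F/F0 ratio slope over 7 to 12 s after thallium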
Target sequence (P48048 whole entry, looked up): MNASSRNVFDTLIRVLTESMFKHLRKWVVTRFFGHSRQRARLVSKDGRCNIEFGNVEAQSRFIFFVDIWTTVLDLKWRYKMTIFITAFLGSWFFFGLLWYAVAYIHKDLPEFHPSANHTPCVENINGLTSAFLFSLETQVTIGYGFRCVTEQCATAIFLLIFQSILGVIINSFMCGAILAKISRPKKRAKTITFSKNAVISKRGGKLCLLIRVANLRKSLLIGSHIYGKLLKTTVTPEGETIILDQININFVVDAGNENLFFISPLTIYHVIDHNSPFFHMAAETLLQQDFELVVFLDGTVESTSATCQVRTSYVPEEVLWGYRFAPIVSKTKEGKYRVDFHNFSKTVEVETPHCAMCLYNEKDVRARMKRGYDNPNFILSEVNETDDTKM
Numbers without * were called inactive; / = no result given.

1	CCN1/C(=C2/SC(=S)NC2=O)Sc2ccccc21
2	COC(=O)c1cc(NC(=O)/C=C/c2ccccc2)ccc1O
3	O=c1ccc(-c2ccc([N+](=O)[O-])cc2)nn1-c1ccccc1
4	CCn1c(SCC(=O)Nc2cc(C)on2)nnc1-c1ccc(S(=O)(=O)N2CCN(C)CC2)cc1
5	c1ccc(C2C/C(=N\N3CCOCC3)c3ccccc3O2)cc1 (centres undefined)
6	CCc1onc(C)c1C(=O)O
7	CN(C)c1ncc(/C=C2/C(=O)NC(=S)N(C3CCCCC3)C2=O)cn1
8	COCCCn1c(=NC(=O)c2ccncc2)c(C#N)cc2c(=O)n3cccc(C)c3nc21

screen / no.,1,2,3,4,5,6,7,8
STAT3 blocker,15,-2,3,2,-9,-2,11,7
PPARg SRC3 recr,4,0,-5,-2,-2,-1,4,1
PPARg SRC2 recr,-10,1,1,0,-5,7,-4,16
STAT1 inh,2,-38,-5,3,-4,1,2,-2
STAT3 act,94,104,99,104,105,107,97,99
bIAP inh,19,-5,0,-4,4,0,-1,-2
PPARg SRC1 recr,4,6,2,-1,-6,6,2,5
TR-FRET SRC-2 ct,1560,1556,1383,1539,1447,1789,1387,1622
TNAP act hiacc,0.9,1,1,1,1.1,1.1,1.1,1
bIAP activator,0.8,1,1,1,1,1,1,1
ROMK primary,-0.097,1,0.87,-0.28,0.22,-0.46,0.8,/

9	CC(=O)c1cccc(NC2c3ccccc3C(=O)N2Cc2ccc3c(c2)OCO3)c1 (centres undefined)
10	CCOP(=O)(c1ccc(N(C)C)cc1)C(O)c1cc(OC)c(OC)c(OC)c1 (centres undefined)
11	CCOc1cccc(C(=O)Nc2cccc(-c3nc4ncccc4o3)c2C)c1
12	CC(C(=O)NC1=NCCS1)N1C(=O)C2CC=CCC2C1=O (centres undefined)
13	Cc1cc(-c2n[nH]c(=S)n2/N=C/c2cccs2)n[nH]1
14	Cc1nccn1CC(O)COc1ccccc1 (centres undefined)
15	COc1cc2c(cc1OC)-c1nnc(C)n1C1(CCCC1)C2
16	O=C(NCCc1ccccc1)c1ccc2nccnc2c1

screen / no.,9,10,11,12,13,14,15,16
STAT3 blocker,7,-1,25,6,-1,-1,10,54*
PPARg SRC3 recr,3,3,-1,-9,2,5,1,-5
PPARg SRC2 recr,0,-4,5,2,7,-3,8,1
STAT1 inh,3,5,-3,8,1,-9,-5,20
STAT3 act,94,104,81,99,104,103,96,56
bIAP inh,10,5,2,8,13,-1,14,2
PPARg SRC1 recr,8,-2,14,-6,5,-8,-3,1
TR-FRET SRC-2 ct,1680,1503,1603,1525,1656,1540,1481,1502
TNAP act hiacc,1,1,1,1,1,0.8,1.1,1
bIAP activator,0.9,1,1,0.9,0.9,1,0.9,1
ROMK primary,/,/,/,0.26,/,0.32,/,-0.54

17	COCCCNCC1C(Oc2ccc(Cl)cc2)C(=O)N1c1ccccc1C (centres undefined)
18	CC(=O)N1CCN(c2ccc(NCc3ccc(C(C)C)cc3)cc2)CC1
19	O=C(CNC(=O)c1cccc(OC(F)F)c1)OCn1nnc2ccccc2c1=O
20	COc1ccc(OC)c(NC(=O)c2c(NC(=O)CCC(=O)O)sc3c2CCCCC3)c1
21	COC(=O)C1CSC(c2ccc(Cl)cc2)N1C(=O)c1ccccc1 (centres undefined)
22	Cn1c(=O)c2c(nc(SCCCO)n2Cc2ccccc2Cl)n(C)c1=O
23	OC(CN1CCOCC1)CN1CCOCC1
24	CC(=O)c1cc2c(cc1NC(=O)C1CC1)OCO2

screen / no.,17,18,19,20,21,22,23,24
STAT3 blocker,11,25,3,13,10,8,2,13
PPARg SRC3 recr,1,3,1,3,2,3,6,-17
PPARg SRC2 recr,-2,5,-7,2,-6,13,10,3
STAT1 inh,5,7,-5,0,7,-6,-2,2
STAT3 act,89,81,105,90,100,98,106,90
bIAP inh,/,-1,-2,12,0,3,11,-3
PPARg SRC1 recr,8,-6,1,-9,10,5,2,6
TR-FRET SRC-2 ct,1697,1603,1574,1476,1401,1512,1486,1379
TNAP act hiacc,1,1,1,1,1,1,1.1,1
bIAP activator,0.3,1,1,0.9,1,1,0.9,1
ROMK primary,-1.3,/,0.14,0.035,-0.55,/,/,-0.43

25	CC1(C)Oc2ccc3ccc(=O)oc3c2-c2cnoc21
26	CCC(C)C(Nc1ccc(C(=O)OC)cc1[N+](=O)[O-])C(=O)OC (centres undefined)
27	Cc1cccc(NS(=O)(=O)c2cc(C(=O)NCCC3=CCCCC3)ccc2Cl)c1
28	CCN(CC)CCN(C)C(=O)c1ccc(OC2CCN(C(=O)C3CC3)CC2)cc1
29	CC(=O)NC(Cc1cc(C)ccc1C)C(=O)N1CCN(C(=O)c2ccc(Br)cc2)CC1 (centres undefined)
30	Oc1ccc(/C=N/N=C/c2ccc(O)cc2)cc1
31	COC(=O)Cc1ccc(NC(=S)NCCC(C)C)cc1
32	COc1cccc(-c2csc(N3CCN(C(=S)Nc4cccc(C)c4)CC3)n2)c1

screen / no.,25,26,27,28,29,30,31,32
STAT3 blocker,1,-11,5,2,-8,5,2,11
PPARg SRC3 recr,3,6,12,-3,-1,1,-4,6
PPARg SRC2 recr,4,4,9,0,1,1,-3,-8
STAT1 inh,-5,-3,20,-5,1,-20,5,7
STAT3 act,100,110,102,100,107,97,98,94
bIAP inh,8,20,0,-22,-18,2,-16,-2
PPARg SRC1 recr,8,7,4,4,0,6,-6,-8
TR-FRET SRC-2 ct,1626,1642,1811,1340,1501,1588,1533,1597
TNAP act hiacc,1,1,1,1,1,1,1,1
bIAP activator,0.9,0.8,1,1.2,1.2,1,1.2,1
ROMK primary,/,0.71,-0.24,0.05,-0.36,-0.047,-0.0072,-0.045

Another view of part of the listing above:
| no. | canonical_smiles | STAT3 blocker | PPARg SRC3 recr | PPARg SRC2 recr | STAT1 inh | STAT3 act | bIAP inh | PPARg SRC1 recr | TR-FRET SRC-2 ct | TNAP act hiacc | bIAP activator | ROMK primary |
| --- | --- | --- | --- | --- | --- | --- | --- | --- | --- | --- | --- | --- |
| 30 | Oc1ccc(/C=N/N=C/c2ccc(O)cc2)cc1 | 5 | 1 | 1 | -20 | 97 | 2 | 6 | 1588 | 1 | 1 | -0.047 |
| 28 | CCN(CC)CCN(C)C(=O)c1ccc(OC2CCN(C(=O)C3CC3)CC2)cc1 | 2 | -3 | 0 | -5 | 100 | -22 | 4 | 1340 | 1 | 1.2 | 0.05 |
| 31 | COC(=O)Cc1ccc(NC(=S)NCCC(C)C)cc1 | 2 | -4 | -3 | 5 | 98 | -16 | -6 | 1533 | 1 | 1.2 | -0.0072 |
| 29 | CC(=O)NC(Cc1cc(C)ccc1C)C(=O)N1CCN(C(=O)c2ccc(Br)cc2)CC1 (centres undefined) | -8 | -1 | 1 | 1 | 107 | -18 | 0 | 1501 | 1 | 1.2 | -0.36 |
| 25 | CC1(C)Oc2ccc3ccc(=O)oc3c2-c2cnoc21 | 1 | 3 | 4 | -5 | 100 | 8 | 8 | 1626 | 1 | 0.9 | / |

(list continues)
33	COC(=O)c1cccc(NC(=S)Nc2cc(Cl)ccc2OC)c1
34	CCC1C/C(=C\c2cccnc2)C(=O)/C(=C/c2cccnc2)C1 (centres undefined)
35	c1ccc(C(c2nnnn2C2CCCC2)N2CCN(c3nc4ccccc4s3)CC2)cc1 (centres undefined)
36	Clc1ccc(OCc2nnc3n2N=C(c2ccc4c(c2)OCCO4)CS3)c(Cl)c1
37	CCSc1nc(C2CC2)cc(-c2ccco2)c1C#N
38	Cc1ccc(C(=O)Nc2ccc(Cl)cc2C(F)(F)F)c(Cl)c1
39	CCOC(=O)C1(CCc2ccccc2)CCN(Cc2ccc(OC)cc2)CC1
40	COc1ccc(C)cc1NCc1cccc(OC)c1OC

screen / no.,33,34,35,36,37,38,39,40
STAT3 blocker,16,32,7,10,-19,6,10,-2
PPARg SRC3 recr,7,10,17,-3,-12,3,0,4
PPARg SRC2 recr,2,-3,8,6,4,2,-5,3
STAT1 inh,-9,28,13,8,-4,-29,13,-9
STAT3 act,89,72,95,97,117,99,96,106
bIAP inh,34,17,7,16,/,5,-5,6
PPARg SRC1 recr,4,0,-1,1,0,6,1,-8
TR-FRET SRC-2 ct,1612,1710,1728,1481,1589,1433,1506,1301
TNAP act hiacc,1.1,1,1.1,1,1,0.9,1.1,1.1
bIAP activator,0.7,0.8,0.9,0.8,0.3,0.9,1.1,0.9
ROMK primary,-1.3,-4.3*,/,/,/,/,-0.037,0.86

41	COc1ccc2c(c1)Sc1ccccc1N2CCN(C)C
42	CCSC(C)CC1C/C(=N/O)c2c(CC)noc2C1 (centres undefined)
43	COc1ccc(OC)c(C(=O)CSc2nccc(-c3ccc(Br)cc3)n2)c1
44	CSc1ccccc1-c1nnc(-c2ccc(Cl)cc2)o1
45	COC(=O)Cc1[nH]nc2c1C(c1c[nH]c3ccccc13)C(C#N)=C(N)O2 (centres undefined)
46	CCCN(Cc1ccccc1)C(=O)Nc1ccc2c(c1)nnn2C
47	Cc1ccccc1SCc1noc(C(=O)NCC2CCCO2)c1C(=O)O (centres undefined)
48	CCCCCCCn1ccc(O)c(CC(=O)OC)c1=O

screen / no.,41,42,43,44,45,46,47,48
STAT3 blocker,-1,14,20,-12,-28,-33,4,3
PPARg SRC3 recr,7,-1,17,3,1,-16,6,-3
PPARg SRC2 recr,17,-2,1,14,8,4,1,1
STAT1 inh,17,5,-10,-24,-4,-1,-2,0
STAT3 act,105,93,88,115,129,129,98,99
bIAP inh,2,2,13,14,24,-7,2,-11
PPARg SRC1 recr,2,-1,2,-1,7,-1,0,4
TR-FRET SRC-2 ct,1714,1506,1794,1745,1376,1625,1556,1526
TNAP act hiacc,1,1.1,1,1,1,1,1,1
bIAP activator,1,1,0.9,0.9,0.8,1.1,1,1.1
ROMK primary,/,-1.2,/,/,/,0.073,/,-0.81

49	O=S(=O)(Nc1nc2ccccc2nc1N1CCN(c2ccccc2)CC1)c1ccc(F)cc1
50	COc1ccc(N2CCN(C(CNC(=O)C(=O)NCc3cccs3)c3ccco3)CC2)cc1 (centres undefined)
51	COC(=O)c1ccc(C(=O)OC)c(N)c1
52	O=C(CSC1=NCCS1)NC(NC(=O)CSC1=NCCS1)c1ccccc1
53	c1cc2nnnn2nc1N1CCCCCC1
54	COc1ccc(CCNC(=O)CSc2nc3c(c(=O)n(C)c(=O)n3C)n2C(C)C)cc1OC

screen / no.,49,50,51,52,53,54
STAT3 blocker,-9,-8,20,5,-3,11
PPARg SRC3 recr,2,-2,-8,-4,-10,9
PPARg SRC2 recr,2,-1,3,-4,4,2
STAT1 inh,-6,-2,-8,2,-5,-5
STAT3 act,112,110,91,98,104,97
bIAP inh,6,-15,8,-4,-9,-4
PPARg SRC1 recr,7,-7,5,2,-2,1
TR-FRET SRC-2 ct,1571,1335,1651,1455,1475,1608
TNAP act hiacc,1,1.1,1,1,1,1
bIAP activator,0.9,1.1,0.9,1,1.1,1
ROMK primary,-2.8,0.0067,/,-0.093,-0.3,0.52
